# Diaphorase inh: counter-screen for diaphorase-based assays: diaphorase inhibitors and chemical oxidizers; diaphorase resazurin-to-resorufin fluorescence, NADH, 16 min; bacterial (C. kluyveri) enzyme, not human; inhibition, % at 20 µM; 190,000 tested, 0.69% active; AID 1217;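 active means primary screen inhibition at 20 µM above a set limit, cut at about 50% in these data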;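 further: plate controls were DMSO with full reaction for no effect and wells lacking NADH for full effect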
#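 material = Clostridium kluyveri diaphorase enzyme | amount = 0.14 U/mL diaphorase, enzyme working solution | schedule = incubation 16 min, room temperature | detection = fluorescence of resorufin formed from resazurin, Ex 544/Em 590 nm | benchmarks = positive control minus NADH, DMSO neutral control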
# G6PDH counter: inhibits Leuconostoc G6PDH, flagging false hits in G6PDH-based assays; Purified L. mesenteroides G6PDH, diaphorase/resazurin coupled fluorescence, 45 min; inhibition, % at 5 µM; 200,000 tested, 0.12% active; in the data active means inhibition above about 50%
# STAT3 blocker: reduces IL-6 driven STAT3 reporter signal; U3A cells, IL-6 STAT3-luciferase reporter, luminescence; host cell line lacks STAT1; inhibition, % at 5.5 µM; 190,000 tested, 0.89% active; AID 862;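 active means inhibition above the mean inhibition across all screened compounds plus 3 SD, cut at about 44% in these data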;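 further: 0% = DMSO only wells and 100% = 100 µM nifuroxazide control wells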
# Diaph act CS: activates diaphorase or chemically reduces, flagging diaphorase assay artifacts | activation factor at 20 µM | 190,000 tested, 0.005% active | Diaphorase/resazurin coupled assay, resorufin fluorescence, 16 min; hits give high values; 1 = vehicle wells, 0 = NADH-free wells;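 active means diaphorase activity raised at least twofold by the compound at 20 µM; inactive means activation factor below 2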
#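 Measured by – red resorufin fluorescence at 544/590 nm excitation/emission · Test system – Clostridium kluyveri diaphorase, purified enzyme · Incubation – reaction time 16 min, room temperature · Buffer or medium – 50 mM HEPES pH 7.4 with 4.542 mM MgCl2, 0.005% Tween 20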
# TLR4-MyD88 BLA: inhibitors of human TLR4-MyD88 binding; AID 861; inhibition, % at 8.4 µM; O00206+Q99836; 200,000 tested, 0.18% active; HeLa CL3-4 TLR4/MyD88 BLA complementation, FRET ratio; in the data active means inhibition above about 25%;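 further: 0% = vehicle and 100% = reference inhibitor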
# Target sequence (O00206 whole entry, looked up): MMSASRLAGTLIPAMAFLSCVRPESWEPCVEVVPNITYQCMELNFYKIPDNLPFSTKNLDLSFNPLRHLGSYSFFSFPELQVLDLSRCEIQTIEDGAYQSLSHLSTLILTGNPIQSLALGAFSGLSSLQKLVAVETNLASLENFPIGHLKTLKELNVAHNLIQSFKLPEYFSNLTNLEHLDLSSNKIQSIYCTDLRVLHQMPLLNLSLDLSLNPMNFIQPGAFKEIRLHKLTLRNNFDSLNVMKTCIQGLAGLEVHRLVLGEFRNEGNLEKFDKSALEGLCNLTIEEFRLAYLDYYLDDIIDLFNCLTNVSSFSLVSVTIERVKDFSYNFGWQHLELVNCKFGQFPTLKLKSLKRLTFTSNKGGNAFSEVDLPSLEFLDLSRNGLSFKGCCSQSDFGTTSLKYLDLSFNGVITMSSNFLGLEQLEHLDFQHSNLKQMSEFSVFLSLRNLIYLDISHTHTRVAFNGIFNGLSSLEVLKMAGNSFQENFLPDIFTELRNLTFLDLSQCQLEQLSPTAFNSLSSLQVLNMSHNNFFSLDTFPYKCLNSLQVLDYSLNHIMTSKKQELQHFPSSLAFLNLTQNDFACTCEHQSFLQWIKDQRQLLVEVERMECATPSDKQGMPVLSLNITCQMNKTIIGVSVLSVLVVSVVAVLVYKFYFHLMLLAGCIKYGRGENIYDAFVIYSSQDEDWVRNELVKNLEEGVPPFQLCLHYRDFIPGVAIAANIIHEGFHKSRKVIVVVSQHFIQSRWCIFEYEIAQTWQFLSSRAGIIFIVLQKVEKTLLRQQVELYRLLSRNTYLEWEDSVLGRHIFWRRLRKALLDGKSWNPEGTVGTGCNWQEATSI
# Target sequence (Q99836 whole entry, looked up): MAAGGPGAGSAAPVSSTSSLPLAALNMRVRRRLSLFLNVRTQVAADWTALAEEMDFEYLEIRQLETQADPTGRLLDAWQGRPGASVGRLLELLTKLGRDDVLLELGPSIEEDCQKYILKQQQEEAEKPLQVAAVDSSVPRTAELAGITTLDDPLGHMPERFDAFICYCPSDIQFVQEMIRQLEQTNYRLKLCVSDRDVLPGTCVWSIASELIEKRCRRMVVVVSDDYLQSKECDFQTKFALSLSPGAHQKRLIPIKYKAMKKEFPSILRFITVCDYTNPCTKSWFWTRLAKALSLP
# STAT3 act: increases IL-6 driven STAT3 reporter signal | U3A cells, IL-6 STAT3-luciferase reporter, luminescence; 100% = signal with IL-6 EC80 alone | activation (% of control), % at 5.6 µM | 190,000 tested, 0.91% active;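 active means activation above the screen-wide mean of compound activation plus 3 SD, cut at about 130% in these data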;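 further: 0% = background luminescence of wells with medium and substrate only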
#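 Test system: STAT3-luciferase reporter U3A cells; Detection: reporter luminescence signal; Times: 1 h compound pre-exposure, 6 h IL-6 stimulation, 37 °C; Benchmarks: IL-6-only high control; Also added: IL-6 stimulus at 33 ng/mL final.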
# STAT1 activator: activators of IFN-gamma induced STAT1 signaling. NIH 3T3 STAT1-luciferase reporter, luminescence; 100% = IFN-gamma alone, no compound. activation (% of control), % at 5.5 µM. 200,000 tested, 2.6% active. AID 932;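 active means activation above the screen-wide mean activation plus 3 SD, cut at about 130% in these data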;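 further: raw ratio to IFN-gamma control signal so 100% means no change and 0% no light; values of inactives mirror those of a sister screen read the other way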
# APP transl inh: APP translation inhibition; AID 1285; 190,000 tested, 0.82% active; inhibition, % at 2 µM; SH-SY5Y APP 5'UTR-luciferase reporter, luminescence;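 active means inhibition above a set limit, derived from the sample mean plus 3 SD, cut at about 45% in these data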; further: values of inactives mirror those of a sister screen read the other way
# Hsp70 activator: Hsp70 transcriptional activation, primary screen; AID 1203; 200,000 tested, 0.04% active; activation, % at 10 µM; HeLa Hsp70 promoter luciferase reporter, luminescence; scaled: vehicle 0, proteasome-inhibitor control 100%;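 active means activation above the mean across all tested compounds plus 3 SD, cutoff set per campaign, cut at about 5.5% in these data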;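 further: 100% = MG132 at 30 µM as the positive control and 0% = DMSO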
# STAT1 inh: STAT1 signaling inhibition | NIH 3T3 STAT1-luciferase reporter, IFN-gamma, luminescence | inhibition, % at 5.5 µM | 200,000 tested, 0.35% active | AID 920;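 active means inhibition above a set limit, the mean inhibition across all tested compounds plus 3 SD, cut at about 34% in these data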;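 further: 0% = IFN-gamma with DMSO and 100% = IFN-gamma with 300 µM nifuroxazide; values of inactives mirror those of a sister screen read the other way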
# Starred values were filed as active, the others as inactive; nt = no result given.
SMILES,Diaphorase inh,G6PDH counter,STAT3 blocker,Diaph act CS,TLR4-MyD88 BLA,STAT3 act,STAT1 activator,APP transl inh,Hsp70 activator,STAT1 inh
O=C(OCC(=O)c1ccc[nH]1)c1ccc(S(=O)(=O)N2CCCCC2)cc1,10,-16,13,0.9,0,92,91,-2,0.0,10
CCN(CC)S(=O)(=O)c1ccc(N/N=C/c2ccccc2OCC(=O)O)c([N+](=O)[O-])c1,6,-6,6,0.9,7,99,102,12,0.0,-2
O=C1c2ccccc2-c2ncnc3c(N4CCOCC4)cc(N4CCOCC4)c1c23,21,-23,4,0.8,-4,97,92,0,-0.3,9
O=C(CCNC(=O)Cn1ccc2ccccc2c1=O)NCCc1ccc(Cl)cc1,8,8,-5,0.9,-23,104,102,5,-0.3,-2
CCCCNC(=O)CSc1nc2ccc(N3CCOCC3)cc2c(=O)n1CCc1ccccc1,38,-2,4,0.6,5,96,95,-4,-0.3,6
S=c1[nH]nc(NCCc2ccccc2)s1,10,10,5,0.9,-1,100,101,15,0.3,-1
CCOC(=O)c1c(C)[nH]c(O)c1C=Nc1ccc(C(F)(F)F)cc1,23,6,18,0.8,6,89,106,-4,-0.1,-7
COCCOC(=O)C1=C(C)NC(=O)NC1c1c(Cl)nc2c(C)cccn2c1=O (configuration not stated),8,8,16,0.9,15,88,108,-7,-0.5,-9
CCOc1ccc(C(=O)Nc2cccc(-c3nc4ccccc4[nH]3)c2C)cc1[N+](=O)[O-],24,9,-3,0.8,10,106,103,0,-0.3,-3
Cc1ccc(NC(=O)c2ccc(C#CC3(O)CCCCC3)cc2)cc1C,14,-46,9,0.9,8,100,116,-10,-0.4,-9
O=[N+]([O-])c1ccc(/C([O-])=C(/C(=S)Nc2ccccc2F)[n+]2ccccc2)cc1,20,-2,8,0.8,0,95,94,-33,-0.5,4
C=CCOc1ccc2c(c1)c(S(=O)(=O)c1ccc(C)cc1)cn2COC,21,3,10,0.8,3,96,99,-23,0.0,1
COC(=O)c1ccc(C(=O)OC)c(NC(=O)COC(=O)CC2CC3CCC2C3)c1 (configuration not stated),14,1,4,0.9,-3,97,102,-11,-0.2,-2
O=c1cc(/C=C/c2ccccc2)oc2ccccc12,15,-34,-8,0.9,-3,117,156*,-134,-0.1,-64
CCOC(=O)/C=C1\Nc2ccccc2OC1=O,17,-16,1,0.8,-9,95,86,-3,-0.2,16
N=C1/C(=C\c2ccc(OC(=O)c3ccco3)cc2)C(=O)N=C2SC=NN12,23,2,3,0.8,-9,99,97,-6,0.1,2
CCOC(=O)c1cnn(-c2ccccc2)c1-c1ccccc1,-3,0,7,1,-2,95,98,-8,-0.3,2
CC(C)C(OC(=O)/C=C/c1ccc2c(c1)OCO2)C(=O)NC(N)=O (configuration not stated),1,19,6,1,-24,95,99,-6,0.5,2
CCCCCN(C(=O)CCCSc1nncs1)c1c(N)n(CCCC)c(=O)[nH]c1=O,2,6,-10,1,3,110,104,-19,-0.3,-4
CCc1ccc(NC(=O)COC(=O)/C(=C/c2ccccc2OC)c2ccccc2)cc1,26,-49,-8,0.7,-2,102,105,16,-0.2,-6
CCOc1ccc(/C=N/NC(=O)Cc2csc(Nc3cccc(C(F)(F)F)c3)n2)c(OCC)c1,23,5,5,0.8,5,101,107,8,-0.2,-7
Oc1ccc(COCc2ccccc2)c2cccnc12,40,17,-4,0.6,6,106,100,19,-0.1,0
C=CCn1c(SCC(=O)Nc2ncc(Cc3ccc(C)c(Cl)c3)s2)nnc1-c1ccncc1,10,11,-3,0.9,-5,100,101,-11,-0.3,2
CCc1nn(C(C)C(=O)N2CCc3ccccc3C2)c(=O)c2cc3occc3n12 (configuration not stated),11,3,3,0.9,-4,102,102,-6,0.0,-4
Oc1cccc(/C=N/Nc2cccc3cccnc23)c1,38,19,15,0.6,-8,89,53,-227,0.2,49*
# Following part
SMILES,Diaphorase inh,G6PDH counter,STAT3 blocker,Diaph act CS,TLR4-MyD88 BLA,STAT3 act,STAT1 activator,APP transl inh,Hsp70 activator,STAT1 inh
Oc1ccc(Cl)cc1-c1cc(-c2ccccc2Cl)[nH]n1,19,3,-27,0.8,-6,126,99,-11,0.0,1
Clc1ccc(OCCSc2ncccn2)c2ccccc12,12,6,13,0.9,-2,92,103,-13,-0.3,-4
Cc1ccc2c(CC(=O)NNC(=O)c3ccccc3)coc2c1,0,10,2,1,9,96,106,-59,0.5,-7
O=C(N/N=C/c1c[nH]c2ccc(Br)cc12)c1ccc2c(c1)OCO2,22,-6,13,0.8,-5,91,106,-19,-0.2,-6
CCn1cc([N+](=O)[O-])c(C(=O)N2N=C(c3ccc(O)c(OC)c3)CC2c2ccccc2O)n1 (configuration not stated),4,1,-7,1,4,103,95,3,0.1,7
CCCCC(CC)C(=O)Nc1ccc(C#N)cc1 (configuration not stated),16,2,-22,0.8,18,115,97,8,0.1,3
O=c1cc(CSc2nnc(COc3ccccc3Cl)o2)nc2sccn12,15,1,-9,0.9,-6,112,103,-2,-0.5,-4
Cc1ccc(-c2nc3ncccn3c2NC2CCCCC2)o1,14,-2,16,0.9,10,91,92,1,-0.2,8
CCN1C(=O)/C(=C\N2CCN(c3cccc(Cl)c3)CC2)SC1=S,7,1,23,0.9,-3,87,96,-8,-0.1,4
O=C1c2ccccc2C(=O)N1OCCOCCOCCON1C(=O)c2ccccc2C1=O,11,2,0,0.9,-1,104,99,0,0.0,1
Cc1cc(C)c2nc(C(F)(F)F)nc(NCCCN3CCOCC3)c2c1,4,5,-14,1,-5,112,100,2,-0.3,-3
COc1ccc2oc3cc(C)[n+]([O-])c(-c4ccc(Cl)cc4)c3c2c1,14,-6,9,0.9,-4,93,92,8,-0.3,8
CCOC(=O)c1c(C)n(CC(O)CN(CC)CC)c2cc(Br)c(OC)cc12 (configuration not stated),3,-4,5,1,-8,99,97,-12,-0.3,2
O=C(Oc1nsnc1N1CCOCC1)c1ccccc1,12,3,12,0.9,1,94,99,53*,0.0,2
Cc1sc2ncnc(OCc3nnc(-c4cccs4)o3)c2c1C,12,2,0,0.9,3,102,97,6,-0.3,2
CCCOC(=O)CN1C(=O)c2ccccc2C1=O,-16,7,10,1.2,-3,94,100,7,-0.2,0
O=C(CN1N=C(c2ccccc2)CCC1=O)NCc1ccccc1,-10,4,6,1.1,1,101,100,-11,-0.1,-2
O=C(Nc1ccc(CN2CCOCC2)cc1)c1cccc(-c2cc3ccccc3oc2=O)c1,-5,2,15,1.1,9,93,111,-3,0.7,-13
CCCCSc1nn[nH]n1,13,2,-1,0.9,-16,101,97,-1,0.1,3
CCC(CC)NC(=O)c1cccc(Oc2ccccc2)c1,15,2,-4,0.8,2,109,102,-4,-0.3,-5
CC(C)Cn1c(SCC(=O)Nc2cccc(S(N)(=O)=O)c2)nc2ccccc2c1=O,22,-4,10,0.8,-15,98,97,12,-0.2,2
O=C(c1ccc(Cl)nc1)N1CCc2ccccc2C1,13,4,19,0.9,-11,84,101,5,-0.3,-1
Cc1cccc(-n2ncc3c(N4CCOCC4)ncnc32)c1,-4,0,78*,1,6,33,91,-67,-0.5,10
CN(CCCC(=O)NC1CC(C)(C)NC(C)(C)C1)S(=O)(=O)c1ccc([N+](=O)[O-])cc1,5,5,0,0.9,-5,106,101,-8,0.3,-3
COCc1nc2ccccc2n1Cc1ccc(Br)cc1,-7,2,5,1.1,4,99,105,-8,0.1,-5
# Following part
SMILES,Diaphorase inh,G6PDH counter,STAT3 blocker,Diaph act CS,TLR4-MyD88 BLA,STAT3 act,STAT1 activator,APP transl inh,Hsp70 activator,STAT1 inh
CC(=O)Nc1ccccc1OCC(=O)NCC(F)(F)F,4,7,7,1,1,94,92,-15,-0.1,9
O=C1NCC2=C1C(c1ccccc1)Nc1ccccc1N2 (configuration not stated),19,4,-1,0.8,1,104,102,-8,-0.6,-2
CN(C)C(CNC(=O)c1cccc(S(=O)(=O)N(C)C)c1)c1ccccc1 (configuration not stated),-7,2,0,1.1,7,98,99,2,0.7,2
O=C(COC(=O)C1CCCN1C(=O)c1cccs1)Nc1ccc2c(c1)OCO2 (configuration not stated),20,8,10,0.8,-1,95,101,-16,-0.1,-1
COc1ccccc1-c1cc(C(F)(F)F)nc(S(=O)(=O)CCCC(=O)NCc2ccc(F)cc2)n1,12,-6,13,0.9,9,92,69,24,-0.4,32
Cc1ccc(NC(=O)Cn2ccc([N+](=O)[O-])n2)cc1C,7,8,16,0.9,-9,90,106,14,-0.3,-10
Cc1cccc2sc(N(CCCN(C)C)C(=O)c3ccc(Cl)s3)nc12,19,6,10,0.8,-2,93,102,-13,-0.3,-3
O=C(C(=S)N1CCOCC1)c1c[nH]c2ccccc12,3,1,9,1,14,99,108,-10,0.4,-11
O=C1N/C(=N\N=C\c2cccs2)SC1Cc1cccc(Cl)c1 (configuration not stated),7,6,9,0.9,-5,97,117,5,-0.4,-19
O=C(CSc1nnc(SCc2ccccc2Cl)s1)N/N=C/c1c[nH]c2ccccc12,23,-49,7,0.8,-3,96,103,14,-0.1,-3
Cc1cccc(NC(=O)C2CCN(S(=O)(=O)c3cccs3)CC2)c1,1,9,1,1,-7,97,105,-7,-0.3,-6
CCCNC(=O)/C=C/c1ccc(S(=O)(=O)Nc2ccccc2OC)cc1,13,0,-1,0.9,-2,102,95,3,-0.1,4
Cc1cc(C)c2[nH]c(=O)c(CN(CC3CCCO3)C(=S)Nc3ccccc3)cc2c1 (configuration not stated),10,-13,-7,0.9,4,106,97,nt,-0.3,4
O=C(COC(=O)c1ccccc1NC(=O)c1ccccc1)c1cccc([N+](=O)[O-])c1,19,10,3,0.8,-19,98,106,3,0.0,-7
COc1ccc(NC(=O)CNS(=O)(=O)c2ccc(Cl)cc2)cc1OC,2,1,10,1,4,92,103,-5,-0.3,-4
CN(C)c1ccc(C(=O)OCC(=O)Nc2ccc(S(N)(=O)=O)cc2)cc1,16,4,16,0.8,-9,88,98,-5,-0.4,2
O=C(NNC(=S)NCc1ccccc1)c1ccccc1OC(F)F,-1,6,11,1,-10,93,102,6,-0.1,-2

# An excerpt of these results, with two lines to a compound.
# The line under a structure holds: Diaphorase inh, G6PDH counter, STAT3 blocker, Diaph act CS, TLR4-MyD88 BLA, STAT3 act, STAT1 activator, APP transl inh, Hsp70 activator, STAT1 inh
> Cc1cccc2sc(N(CCCN(C)C)C(=O)c3ccc(Cl)s3)nc12
  19, 6, 10, 0.8, -2, 93, 102, -13, -0.3, -3
> CN(C)C(CNC(=O)c1cccc(S(=O)(=O)N(C)C)c1)c1ccccc1 (configuration not stated)
  -7, 2, 0, 1.1, 7, 98, 99, 2, 0.7, 2
> O=C(NNC(=S)NCc1ccccc1)c1ccccc1OC(F)F
  -1, 6, 11, 1, -10, 93, 102, 6, -0.1, -2
> COc1ccccc1-c1cc(C(F)(F)F)nc(S(=O)(=O)CCCC(=O)NCc2ccc(F)cc2)n1
  12, -6, 13, 0.9, 9, 92, 69, 24, -0.4, 32

# Bioassay records: PubChem BioAssay, several laboratories
